AMA1-RON2 inh: AMA1-RON2 (P. falciparum) interaction inhibition. AlphaScreen AMA1-biotinylated RON2 peptide binding. AID 720542. 360,000 compounds, 0.2% hits. Potency, µM (series often up to 58.2 µM), inactives show at the highest dose activity change, negative = inhibition, usual class: inhibitors;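 further: potency means the concentration at half of the fitted maximal effect; 0% = vehicle wells and -100% = peptide control; nearly all actives have a fitted effect of over 45% in size; some results filed as inactive show a strong effect at the top dose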
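AMA1 (3D7) with his tag at 25 nM final met compounds first, then biotinylated RON2 peptide at 25 nM; detection used donor plus acceptor beads, 10 µg/mL apiece, read by AlphaScreen after 30 min at room temperature.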
Sm TGR block: blocks Schistosoma mansoni thioredoxin glutathione reductase; Potency, µM (top dose mostly 114 µM), for inactives: at the top dose activity change, negative = inhibition, hits mostly inhibitors; purified TGR, DTNB reduction, TNB absorbance 405 nm; 360,000 compounds, 3% hits; Q962Y6; further: potency means the concentration at half of the fitted maximal effect; nearly all actives have a fitted effect of over 60% in size
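Kinetic colorimetric format: TGR-catalysed, NADPH-driven DTNB reduction monitored via TNB absorbance. Enzyme dispensed at 20 nM; compound exposure 15 min at room temperature before reaction start.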
Giardia FBPA inh: inhibitors of Giardia lamblia fructose-1,6-bisphosphate aldolase | purified Giardia FBPA | Potency, µM (highest dose often 59.6 µM), for inactives: at the top dose activity, negative = inhibition, actives largely listed as inhibitors | 290,000 compounds, 0.71% hits; further: potency means the concentration at half of the fitted maximal effect; nearly all actives have a fitted effect of over 55% in size
Target sequence (A8B2U2 whole entry, looked up): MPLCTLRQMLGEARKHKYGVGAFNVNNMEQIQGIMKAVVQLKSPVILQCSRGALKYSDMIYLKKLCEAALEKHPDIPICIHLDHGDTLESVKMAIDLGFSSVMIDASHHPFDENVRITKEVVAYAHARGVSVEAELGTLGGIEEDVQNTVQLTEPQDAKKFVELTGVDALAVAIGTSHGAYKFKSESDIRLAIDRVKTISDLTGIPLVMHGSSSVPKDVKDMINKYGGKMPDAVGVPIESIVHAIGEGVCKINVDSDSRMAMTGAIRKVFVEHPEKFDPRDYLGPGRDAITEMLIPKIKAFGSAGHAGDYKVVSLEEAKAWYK
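Giardia FBPA (40 nM reagent) was preincubated 10 min at RT with compound (up to 57.5 uM final), then substrate plus GAPDH/TPI/NAD/arsenate coupling system with diaphorase/resazurin was added; resorufin fluorescence (525/598 nm) was read after 20 min.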
AmpC inh detg: blocks E. coli AmpC beta-lactamase in detergent assay. P00811. 370,000 compounds, 0.041% hits. AmpC hydrolysis of nitrocefin, absorbance 480 nm, 0.01% Triton. AID 485294. Potency, µM (top dose mostly 114 µM), for inactives: at the top dose activity change, negative = inhibition, actives largely listed as inhibitors;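 further: potency means the concentration at half of the fitted maximal effect; 0% = no-compound wells and -100% = no-enzyme wells; nearly all actives have a fitted effect of over 25% in size; some results filed as inactive show a strong effect at the top dose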
Target sequence (P00811 whole entry, looked up): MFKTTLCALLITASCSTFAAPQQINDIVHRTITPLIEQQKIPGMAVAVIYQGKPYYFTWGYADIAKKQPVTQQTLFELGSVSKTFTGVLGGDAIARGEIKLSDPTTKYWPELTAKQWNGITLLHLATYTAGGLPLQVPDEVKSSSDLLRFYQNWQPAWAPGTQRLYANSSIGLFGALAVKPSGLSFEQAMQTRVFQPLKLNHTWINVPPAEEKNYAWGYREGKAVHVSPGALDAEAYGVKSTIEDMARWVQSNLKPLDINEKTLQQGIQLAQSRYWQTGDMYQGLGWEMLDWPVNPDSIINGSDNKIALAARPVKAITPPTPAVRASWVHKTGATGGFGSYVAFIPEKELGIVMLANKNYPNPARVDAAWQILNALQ
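20 mM phosphate pH 7.0 + 0.01% (detergent screen) or 0.0001% Triton X-100; 5.3 nM AmpC reagent; cpd preinc 15 min RT; nitrocefin (800 uM stock) to start; A480 q20 s × 4 min; Activity was normalised to no-enzyme and no-compound control wells.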
AmpC no deterg: inhibitors of E. coli AmpC beta-lactamase without detergent; P00811; AmpC nitrocefin hydrolysis, absorbance 480 nm, 0.0001% Triton; Potency, µM (highest dose often 57.1 µM), for inactives: top-dose activity change, negative = inhibition, hits mostly inhibitors; 330,000 compounds, 0.52% hits;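 further: potency means the concentration at half of the fitted maximal effect; plate controls were no compound for no effect and no enzyme for full effect; nearly all actives have a fitted effect of over 20% in size; some results filed as inactive show a strong effect at the top dose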
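20 mM phosphate pH 7.0 + 0.01% (detergent screen) or 0.0001% Triton X-100; 5.3 nM AmpC reagent; cpd preinc 15 min RT; nitrocefin (800 uM stock) to start; A480 q20 s × 4 min; Activity was normalised to no-enzyme and no-compound control wells.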
HCMV inh: human cytomegalovirus inhibition. HFF cells, HCMV-luciferase reporter, 72 h; stronger effect = lower value. AID 1259415. 410,000 compounds, 4.5% hits. activity change, negative = inhibition, % at 57.5 µM; in the data active means activity change below about -60%; inconclusive means no clear call, values can overlap the other calls; inactive means above about -39%
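Human foreskin fibroblasts infected with luciferase-reporter HCMV at MOI 1 PFU/cell, compounds at two doses. Luciferase measured 72 h post infection; normalized to buffer-only basal and Salinomycin (10uM) controls.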
Numbers without * were called inactive; ? = inconclusive; nt = no result given; & = joins results of further samples; [ ] = remark or other dose. Unless noted, the call rests on the fitted dose curve; in most records, active means well fitted curve in the direction sought with a large enough effect; inconclusive means small, poorly fitted or top-dose-only effect, or another doubt; inactive means no such curve, though single readings can be large; an effect the other way counts as inactive or inconclusive. Unless noted, on the % scale 0 is the no-effect control and ±100 the full control effect.

SMILES	Giardia FBPA inh	AmpC no deterg	AMA1-RON2 inh	AmpC inh detg	HCMV inh	Sm TGR block
O=C(NC1CC(=O)N(c2ccc(F)cc2)C1)c1ccc2c(c1)OCO2 (centres undefined)	nt	nt	nt	-1%	-4	-2%
CCCOc1ccc(C(=O)Nc2ccc3oc(-c4ccc(N(C)C)cc4)nc3c2)cc1	nt	nt	nt	-4%	9	-1%
COc1ccc(C(CC(=O)Nc2ccccn2)N2Cc3ccccc3C2=O)cc1OC (centres undefined)	5%	0%	2%	-10%&3%	38&7	-17%&0%
O=S(=O)(c1ccc(Cl)cc1)c1nc(-c2ccccc2)oc1N1CCN(c2ccccc2)CC1	nt	nt	nt	19%	-10	13%
O=C(OCC(=O)N1CCCCCC1)c1ccc[nH]c1=O	nt	-22%	4%	nt	-60*	nt
Cc1cccc(-n2c(SCC(N)=O)nc3c(oc4ccccc43)c2=O)c1	nt	nt	nt	9%	?	5%
COc1ccc(NC(=O)N2C3CCCC2CC(NC(=O)C2CC2)C3)cc1 (centres undefined)	-2%	-14%	0%	?	43	-1%
CC(C)c1ccc(OCC(=O)NNC(=O)c2cnccn2)cc1	-21%	4%	71%[activator]	-4%	-17	-1%
Cc1ccnc(NC(=S)NC(=O)c2ccco2)c1	?	-15%	15%	-9%	64	38%[activator]
CCC(Sc1nnc(C)c(=O)[nH]1)C(=O)Nc1cccc2ccccc12 (centres undefined)	-8%	-11%	-1%	-14%	-7	0%
Cc1cc(C(=O)Nc2cc(S(C)(=O)=O)ccc2Cl)no1	nt	-11%	8%	-29%	-29	8%
S=C1Cc2ccccc2N1	-17%	-42%	-9%	4%	-83*	-27%
COC(=O)COc1ccc(C(=O)OC)cc1	-4%	-5%	-4%	0%	20	-16%
Cc1ccc(NC(=O)CN2C(=O)NC(C)(c3ccc4c(c3)OCO4)C2=O)cc1 (centres undefined)	nt	-17%	1%	nt	-15	nt
O=C1NC(c2ccc(Cl)cc2Cl)Oc2ccccc21 (centres undefined)	8%	-7%	-2%	-12%	20	-22%
O=C(NCCN1CCOCC1)c1cc2sccc2n1Cc1ccc(F)cc1	-4%	117%[activator]	0%	-9%	-6	0%

Shown with each value named: part of the list above.
> CCC(Sc1nnc(C)c(=O)[nH]1)C(=O)Nc1cccc2ccccc12 (centres undefined)
  Giardia FBPA inh: -8%
  AmpC no deterg: -11%
  AMA1-RON2 inh: -1%
  AmpC inh detg: -14%
  HCMV inh: -7
  Sm TGR block: 0%
> Cc1cc(C(=O)Nc2cc(S(C)(=O)=O)ccc2Cl)no1
  Giardia FBPA inh: nt
  AmpC no deterg: -11%
  AMA1-RON2 inh: 8%
  AmpC inh detg: -29%
  HCMV inh: -29
  Sm TGR block: 8%

(listing goes on)
SMILES	Giardia FBPA inh	AmpC no deterg	AMA1-RON2 inh	AmpC inh detg	HCMV inh	Sm TGR block
O=C(NNC(=O)c1ccc(Cl)cc1Cl)c1cnccn1	20µM*	88%[activator]	90%[activator]	-1%	12	7%
COC(=O)c1ccc(-n2c(C)cc(C(=O)CCl)c2C)cc1	8%	-21%	-13%	-1%	-84*	4.5µM*
c1ccc(-c2cnc(SCCN3CCOCC3)n2CC2CCCO2)cc1 (centres undefined)	?	-5%	-5%	?	20	0%
CCOc1ccc2c(c1)C(C)=CC(C)(C)N2C(=O)Nc1ccccc1	?	-18%	-25%	?	nt	-31%
Cc1ccccc1N1CCN(S(=O)(=O)C[C@]23CCC(CC2NC(=O)[C@@H](N)CCS(C)(=O)=O)C3(C)C)CC1 (some centres undefined)	1%	294%[activator]	3%	-1%	20	-19%
COc1ccc(C2=[N+]([O-])C(C)(C)N(O)C2(C)C)cc1	7%	-10%	4%	-9%	-10	0%
CC(C)(C)C(=O)Nc1ccccc1N1CCN(C(=O)c2ccc(Cl)cc2)CC1	-10%	66%[activator]	-14%	-14%	27	-15%
O=C(COc1ccccc1C(=O)O)Nc1cccc2ccccc12	nt	-17%	-7%	nt	30	nt
C=CCNc1nc2c(c(=O)n(C)c(=O)n2C)n1CC	-6%	-9%	-9%	?	-12	2%
COc1ccc(NC(=O)Nc2cccc3c2O[C@H](CN(C)C(=O)Nc2c(C)noc2C)[C@@H](C)CN([C@H](C)CO)C3=O)cc1	nt	16%	5%	nt	-11	nt
COc1ccccc1N1CCN(C(=O)c2ccc(CS(=O)c3ccccc3C)o2)CC1 (centres undefined)	nt	nt	nt	-1%	-7	-15%
Cc1ccc(-n2nc(-c3ccc(F)cc3)c3cnc4cc5c(cc4c32)OCO5)cc1C	nt	nt	nt	?	18	2%
CC(C(=O)O)c1ccc(CC2CCCC2=O)cc1 (centres undefined)	7%	nt	-5%	nt	2	nt
COc1ccc(Nc2cc(=O)oc3ccccc23)cc1	0%	-17%	0%	1%	-5	1%
Cc1cccc(Oc2nc3ccccn3c(=O)c2/C=C(\C#N)c2nc3ccccc3s2)c1C	nt	nt	nt	22%	-7	0%
COc1ccc(CC(=O)Nc2cccc(C(=O)NN3C(=O)c4ccccc4C3=O)c2C)cc1	1%	-15%	21%	-11%	?	1%
Cc1cccc(C)c1N1CCN(c2ccc3nnc(C(F)(F)F)n3n2)CC1	-5%	123%[activator]	-8%	9%	95	-25%
O=C(Nc1ccccc1)c1nn(-c2ccccc2)c(=O)cc1C(F)(F)F	3%	-16%	0%	5%	-4	14%
NS(=O)(=O)c1ccc(CCNC(=O)C2Cc3ccccc3CN2C(=O)c2ccco2)cc1 (centres undefined)	2%	-15%	31%	2%	-3	-6%
Cc1ccc(Cl)cc1Nc1sc(C(=O)c2ccccc2)c(N)c1S(=O)(=O)c1ccccc1	nt	nt	nt	16%	16	-4%
COc1cccc(CNS(=O)(=O)c2cc3c4c(c2)CCC(=O)N4CCC3)c1	nt	-5%	-18%	-16%	-14	-2%
O=S(=O)(NC1CCCC1)c1ccc(-n2cnnn2)cc1	1%	-19%	8%	-1%	-14	-5%
O=C(CCl)N1CCN(CC(=O)N2CCCC2)CC1	-15%	-8%	-9%	1%	-9	?
COc1ccc(/C=C/C(=O)Oc2cccc(/C=N/NC(=O)c3cccc(F)c3)c2)cc1	-1%	-46%	-2%	?	74	-23%
COc1cccc(C(c2c(N)[nH]c(=S)[nH]c2=O)c2c(N)[nH]c(=S)[nH]c2=O)c1	-8%	-36%	63%[activator]	-8%	-16	7%
O=C(c1cnn(C(=O)c2cccc(S(=O)(=O)N3CCOCC3)c2)c1)c1cc(Cl)cc(Cl)c1O	2%	-19%	41%[activator]	3%	nt	?
Nc1cc(N)nc(SCC(=O)NCc2ccco2)n1	-1%	-19%	-6%	0%	?	-4%
O=C(Cn1ncc2c(=O)oc3ccccc3c21)NCc1ccccc1Cl	nt	nt	nt	5%	7	3%
COc1cccc2sc(NNC(=O)C3=COCCO3)nc12	4%	-3%	66%[activator]	2%	?	2%
CCC(C)NC(=O)Cn1cc2c(n1)CCC(C)C2 (centres undefined)	3%	-11%	0%	-13%	42	5%
CCCn1c(=O)c(C(=O)NNC(=O)c2cccc([N+](=O)[O-])c2)c(O)c2ccccc21	nt	-31%	104%[activator]	1%	-7	0%
CN(C)Cc1c(C#N)c2ccccc2n1C	4%	-7%	16%	0%	-5	4%
Cc1cc(C)c2nc(/N=C(\N)NC(=O)Nc3ccccc3)nc(C)c2c1	-1%	-12%	-6%	-1%	?	8%
O=C(CSc1cn(CCNC(=O)c2cccs2)c2ccccc12)NC1CCCCC1	-2%	?	5%	?	-13	-2%
COc1ccc(N2CCN(c3nccs3)CC2)cc1	10%	1%	-12%	1%	89	4%
CC(C)C(=O)N1CCN(c2ccc(NC(=O)COc3ccccc3[N+](=O)[O-])cc2)CC1	5%	7%	3%	5%	?	nt
COc1ccc(OC)c(NC(=O)c2cccc(S(=O)(=O)N3CCN(C(C)=O)CC3)c2)c1	nt	61%[activator]	-3%	5%	37	-6%
O=C(O)c1cnn(-c2ccccc2)c1-c1ccccc1	0%	-24%	0%	1%	29	5%
CC(OC(=O)c1cccc([N+](=O)[O-])c1)C(=O)N1CCc2ccccc21 (centres undefined)	nt	1%	-15%	?	32	-12%
Cc1cc(C(=O)COc2ccc(C#N)cc2)c(C)n1C1CC1	nt	?	-6%	-20%	-34	-21%
CCCCCCCN1C(Nc2ccccc2)=NC[C@@H]1CC(C)C	1%	2%	12%	-7%	-33	0%
CCOc1ccc(NC(=O)CSc2nccn2Cc2ccco2)cc1	9%	1%	-7%	1%&5%	53&47	-6%&3%
Cc1cc(C(F)(F)F)nn1CC(=O)Nc1ccc2c(c1)OCO2	nt	-12%	-8%	0%	12	4%
CCCc1nnc(NC(=O)CN2C(=O)C3C4C=CC(C4)C3C2=O)s1 (centres undefined)	-7%	76%[activator]	7%	4%	38	5%
Cn1ncc(Br)c1C(=O)Nc1c(F)c(F)cc(F)c1F	1%	-13%	7%	-6%	6	-16%
CC1CCc2c(sc(N)c2C(=O)OC(C)C)C1 (centres undefined)	-8%	-17%	3%	-4%	-21	0%
CCc1ccc(N(C(=O)c2snc(C(N)=O)c2N)C(C(=O)NCC2CCCO2)c2cccs2)cc1 (centres undefined)	-7%	62%[activator]	11%	1%	-39	3%
Cn1c(=NC(=O)C2CC2)sc2cccc(F)c21	2%	-20%	13%	?	112	-3%
CCOP(=O)(OCC)C(NC(=O)C(C)C)C(Cl)(Cl)Cl (centres undefined)	2%	-5%	0%	-3%	29	-3%

Molecules shown so far that have fluorine (9):
SMILES	Giardia FBPA inh	AmpC no deterg	AMA1-RON2 inh	AmpC inh detg	HCMV inh	Sm TGR block
O=C(NC1CC(=O)N(c2ccc(F)cc2)C1)c1ccc2c(c1)OCO2 (centres undefined)	nt	nt	nt	-1%	-4	-2%
O=C(NCCN1CCOCC1)c1cc2sccc2n1Cc1ccc(F)cc1	-4%	117%[activator]	0%	-9%	-6	0%
Cc1ccc(-n2nc(-c3ccc(F)cc3)c3cnc4cc5c(cc4c32)OCO5)cc1C	nt	nt	nt	?	18	2%
Cc1cccc(C)c1N1CCN(c2ccc3nnc(C(F)(F)F)n3n2)CC1	-5%	123%[activator]	-8%	9%	95	-25%
O=C(Nc1ccccc1)c1nn(-c2ccccc2)c(=O)cc1C(F)(F)F	3%	-16%	0%	5%	-4	14%
COc1ccc(/C=C/C(=O)Oc2cccc(/C=N/NC(=O)c3cccc(F)c3)c2)cc1	-1%	-46%	-2%	?	74	-23%
Cc1cc(C(F)(F)F)nn1CC(=O)Nc1ccc2c(c1)OCO2	nt	-12%	-8%	0%	12	4%
Cn1ncc(Br)c1C(=O)Nc1c(F)c(F)cc(F)c1F	1%	-13%	7%	-6%	6	-16%
Cn1c(=NC(=O)C2CC2)sc2cccc(F)c21	2%	-20%	13%	?	112	-3%
